Screening results (PubChem BioAssay)
PLK1 kinase inh = inhibitors of human PLK1 kinase; P53350; inhibition, % at 10 µM; 97,000 tested, 0.53% active; recombinant PLK1 kinase, TR-FRET peptide phosphorylation;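 active = inhibition of 50% or more in the single-concentration screen; inactive = inhibition below 50%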;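 note: 0% = DMSO max control and 100% = H-89 dihydrochloride min control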
Target sequence (P53350 whole entry, looked up): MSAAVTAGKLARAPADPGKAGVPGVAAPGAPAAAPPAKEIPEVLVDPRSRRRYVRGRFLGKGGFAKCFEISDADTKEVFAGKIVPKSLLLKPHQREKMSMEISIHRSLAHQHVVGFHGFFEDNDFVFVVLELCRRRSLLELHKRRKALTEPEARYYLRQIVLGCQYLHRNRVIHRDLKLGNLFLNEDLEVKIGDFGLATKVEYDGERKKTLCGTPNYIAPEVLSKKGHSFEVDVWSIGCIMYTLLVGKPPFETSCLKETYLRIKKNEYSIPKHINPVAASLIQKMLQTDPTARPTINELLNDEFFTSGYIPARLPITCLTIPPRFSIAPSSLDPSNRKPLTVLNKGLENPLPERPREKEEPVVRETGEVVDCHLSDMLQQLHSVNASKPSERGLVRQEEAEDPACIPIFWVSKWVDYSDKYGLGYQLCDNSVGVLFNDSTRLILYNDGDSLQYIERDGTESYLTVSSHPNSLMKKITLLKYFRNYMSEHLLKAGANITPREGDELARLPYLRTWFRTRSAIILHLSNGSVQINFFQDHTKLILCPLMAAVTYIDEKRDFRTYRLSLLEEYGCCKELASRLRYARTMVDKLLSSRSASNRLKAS
VCAM1 TNFa inh = reduces TNF alpha induced VCAM1 expression in HUVEC. HUVEC TNFa-induced VCAM-1 immunofluorescence, high-content imaging. inhibition, % at 2 µM. 95,000 tested, 0.48% active. AID 802;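 active = inhibition above the batch mean plus 3 SD, with images confirmed as a hit by eye, cut at about 37% in these data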;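 note: 0% = TNF-stimulated DMSO wells and 100% = unstimulated control wells; not every result past the cut was called active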
F-actin modifier = alters cytoskeleton assembly in HUVEC cells; HUVEC TNFa F-actin phalloidin imaging, high content; inhibition, % at 2 µM; 91,000 tested, 0.18% active; AID 836;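 active = inhibition above the batch mean plus 3 SD and confirmed as a hit by visual image inspection, cut at about 30% in these data, passing the limit was not always enough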; note: strong numbers were not always called active
Ecoli WT expand = blocks growth of wild type E. coli BW25113; OD600 absorbance; growth inhibition, % at 100 µM; 98,000 tested, 0.15% active;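 active = growth inhibition above about 50% at one test dose, limit read from the data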;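 note: growth measured after 20 h incubation at 37 °C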
IL1B cytotox = toxic to HUVEC cells under IL-1B stimulation; HUVEC cell count loss, Hoechst imaging, IL-1B stimulated; cell count reduction, % at 2 µM; 94,000 tested, 0.41% active; AID 845;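 active = cell count reduction more than 3 SD above the screen-wide mean, cut at about 70% in these data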;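 note: normalized per plate to untreated control cells as the no-loss baseline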
PLK1 PBD inh = blocks phosphopeptide binding to human Plk1 polo box domain; P53350; Plk1 PBD phosphopeptide binding, fluorescence polarization; inhibition, %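 (tested at about 20 µM)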; 97,000 tested, 0.13% active; AID 693; in the data active = inhibition above about 34%, passing the limit was not always enough
hDAT+cocaine = modulates human dopamine transporter uptake under cocaine. Q01959. LLC-PK1 hDAT cells, [14C]-dopamine uptake with cocaine IC80; actives deviate in either direction. B-score at 10 µM. 110,000 tested, 1.3% active. AID 449768;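 active = Z score or B-score, a plate-position-corrected score, falls beyond the plate's 99.7% confidence bounds, in either direction; inactive = both scores lie inside the 99.7% bounds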;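 note: scored against the spread of the other compound wells on the same plate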
sEH inhibitor = blocks human soluble epoxide hydrolase activity. recombinant human sEH enzymatic activity assay. inhibition, % at 2 µM. 91,000 tested, 0.34% active. AID 707; in the data active = inhibition above about 80%; note: values of inactives mirror those of a sister screen read the other way; many of its hits are not listed in these tables
TNFa cytotox = HUVEC cytotoxicity counter-screen, TNF alpha stimulated; HUVEC TNFalpha-stimulated, Hoechst cell count, imaging; cell count reduction, % at 2 µM; 93,000 tested, 0.17% active; AID 848;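 active = cell count reduction exceeding the screen mean by over 5 SD, scaled to untreated wells per plate, cut at about 78% in these data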;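 note: cells counted after 24 h of TNF alpha exposure following the 1 h pretreatment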
An asterisk follows results filed as active; · = not tested or not shown.

Compound	PLK1 kinase inh	VCAM1 TNFa inh	F-actin modifier	Ecoli WT expand	IL1B cytotox	PLK1 PBD inh	hDAT+cocaine	sEH inhibitor	TNFa cytotox
CCCC1(C(=O)OCC)NC(c2ccc(OC)cc2OC)C2C(=O)N(c3ccc4c(c3)OCCO4)C(=O)C21 (stereo unspecified)	-5	7	-4	·	-31	-13	0.4	10	-5
CC(=O)Nc1ccc(S(=O)(=O)NC(CC(=O)NC2CCCCC2C)C(C)C)cc1 (stereo unspecified)	-6	-31	3	3	4	6	0.18	14	14
O=C(N1CCOCC1)C12CC3CC(C1)CC(C(=O)N1CCOCC1)(C3)C2	8	11	-37	-3	-7	8	-0.71	-10	-2
COc1ccc(CCNS(=O)(=O)c2ccc3c(c2)n(C)c(=O)c(=O)n3C)cc1OC	-2	-1	-6	3	-6	-18	-0.098	·	-35
CCC(SC1=Nc2ccccc2C2=NC(CC(C)C)C(=O)N12)C(=O)Nc1ccc2c(c1)OCO2 (stereo unspecified)	-6	-16	17	-3	8	5	0.75	0	-18
Cc1cccc(-c2nnc3n2N=C(c2ccccc2)CS3)c1	-9	0	-15	-2	-209	-18	0.44	0	-14
COc1ccccc1NS(=O)(=O)c1cccc(C(=O)OCC(=O)Nc2cc(C)on2)c1	-5	10	9	0	6	3	0.31	7	-6
CCOC(=O)c1cccc(NC(=O)c2cc3sccc3n2C)c1	-8	4	17	-11	-5	-6	1.4	1	-23
CCOc1cccc(=O)c2c(C)oc(C)c12	-6	-13	-20	0	·	12	0.013	-18	4
COc1cccc(NC(=O)CCP(C)(=O)O)c1	-10	1	3	-2	-37	15	-1.5	-16	-7
Cc1ccnc(NC(=O)CS(=O)(=O)Cc2ccccc2)c1	0	-11	7	4	-1	-2	-0.54	7	-10
O=C(Nc1c(C(=O)Nc2cccc(F)c2)oc2ccccc12)c1ccc2c(c1)OCO2	-7	-13	-17	-14	-42	-7	-0.53	·	-22
COc1ccc(Cl)c(NC(=O)Cn2nnc(-c3ccccc3N)n2)c1	1	10	-9	-2	22	21	-0.5	-14	-24
O=C(CSc1nnc(-c2cccnc2)n1-c1ccc(F)cc1)NCc1ccc2c(c1)OCO2	-1	-1	3	·	6	15	0.41	0	-16
Cc1cc(C)n(-c2nc(Nc3ccccc3C)nc(-n3nc(C)cc3C)n2)n1	0	-13	22	-8	-7	0	0.022	11	-9
NC(=O)c1ccsc1NC(=O)c1cccs1	-2	1	-1	·	-4	25	1.3	-2	-7
COC(=O)CN1C(=O)C(O)(CC(=O)c2ccc(Br)cc2)c2ccccc21 (stereo unspecified)	-8	13	-10	3	1	16	-0.46	12	-30
CC(C)c1ccc(S(=O)(=O)N2CCN(CCC(=O)Nc3ccc(N(C)C)cc3)CC2)cc1	-1	5	-3	-1	-6	-3	0.58	5	5
COc1ccc(C(=O)Nc2cc([N+](=O)[O-])ccc2N2CCN(C)CC2)cc1	1	-8	5	10	-8	-13	0.1	13	-5
O=c1[nH]c2ccc(Cl)cc2c(=O)n1Cc1ccco1	-6	-11	-5	0	-26	-5	0.18	5	-15
O=C(CN1CCCC1)N1CCCc2c1c(=O)oc1ccc(OCc3ccccc3)cc21	-4	13	-5	5	-6	-24	2.2*	·	-12
COc1ccc(N(C(=O)CNC(=O)c2ccco2)C(C(=O)NC2CCCCC2)c2ccco2)cc1 (stereo unspecified)	-5	-13	-2	-5	-3	-29	0.028	5	-17
CCC(CC)C(=O)Nc1cccc(C(=O)NCc2ccco2)c1	-7	10	5	7	-35	32	-0.16	-7	-9
CCCCOC(=O)Nc1cc(Cl)ccc1C	-5	-4	1	11	0	10	0.35	10	3
CCN1C(=O)C2(C(C#N)=C(N)Oc3c2c(C)nn3-c2ccccc2)c2ccccc21 (stereo unspecified)	17	13	12	6	14	-6	0.66	-3	-12
CCCn1c2ccc(/C(C)=N\O)cc2c2cc(/C(C)=N/O)ccc21	-3	4	-7	-5	-21	-4	-0.069	2	-4
CCOc1ccccc1N1CCN(C/C=C/c2ccc(N(C)C)cc2)CC1	-10	-3	-21	-4	-3	8	0.93	0	-2
N#Cc1ccc(-c2ccc(Cl)cc2)nc1Oc1ccc(F)cc1	-9	-1	7	-7	-49	0	-0.31	8	-5
CC(C)OCCCNC(=O)Cn1nc(-c2ccccc2)ccc1=O	-20	30	2	6	-1	-1	-0.54	·	-20
C=CCNC(=S)Nc1sc2c(c1C(=O)OCC)CC(C(C)C)OC2 (stereo unspecified)	-11	-7	-25	-7	29	8	-0.53	-8	6

In a second layout: results already given.
Value order – PLK1 kinase inh | VCAM1 TNFa inh | F-actin modifier | Ecoli WT expand | IL1B cytotox | PLK1 PBD inh | hDAT+cocaine | sEH inhibitor | TNFa cytotox
CCCn1c2ccc(/C(C)=N\O)cc2c2cc(/C(C)=N/O)ccc21
→ -3 | 4 | -7 | -5 | -21 | -4 | -0.069 | 2 | -4
NC(=O)c1ccsc1NC(=O)c1cccs1
→ -2 | 1 | -1 | · | -4 | 25 | 1.3 | -2 | -7
O=C(CSc1nnc(-c2cccnc2)n1-c1ccc(F)cc1)NCc1ccc2c(c1)OCO2
→ -1 | -1 | 3 | · | 6 | 15 | 0.41 | 0 | -16

Going on with the list:
Compound	PLK1 kinase inh	VCAM1 TNFa inh	F-actin modifier	Ecoli WT expand	IL1B cytotox	PLK1 PBD inh	hDAT+cocaine	sEH inhibitor	TNFa cytotox
O=C(CCCc1ccccc1)NCCCN1CCOCC1	-11	-5	10	6	2	-20	-0.46	4	0
CCOCCCNC(=O)C1CCN(S(=O)(=O)c2c(C)noc2/C=C\c2ccc(OC)cc2)CC1	-6	-6	10	·	-29	-5	0.8	31	-8
C=C(C)COc1ccc(-c2[nH]ncc2-c2ccc(OC)c(OC)c2)c(O)c1	19	-16	-18	2	28	8	1	8	13
COCCn1c(=S)[nH]c2cc(C(=O)N3CCN(c4ccccc4OC)CC3)ccc2c1=O	-13	-49	18	-3	-24	-15	-0.14	-8	-22
COc1cccc(C(=O)NNC(=O)C2CC(C)=C(C)CC2C(=O)O)c1 (stereo unspecified)	-1	2	40	-2	-23	0	0.053	7	-24
O=c1c2ccccc2nc2n1C(CSc1ccc(Br)cc1)CN2 (stereo unspecified)	-6	-2	·	5	12	-3	-0.23	1	11
COc1ccc(/C(N)=N/OC(=O)c2ccc3c(c2)OCO3)cc1OC	-11	-2	-5	-4	18	-9	0.25	1	-2
CCCOC(=O)Nc1ccc(C(N)=O)cc1	-12	-2	·	3	8	-2	-0.3	4	-18
Cc1ccc(OCc2nc(C#N)c(N3CCN(Cc4ccccc4)CC3)o2)cc1	-10	11	-10	-17	1	-7	-1.3	·	-24
CCOC(=O)C1C(=O)CC(C)(O)C(C(=O)OCC)C1c1ccc(OCC)cc1 (stereo unspecified)	-1	-8	·	-2	-29	-16	-0.23	0	-20
CCN(CC)CCC(=O)Nc1ccc2c(c1)N(C(=O)CN(CC)CC)c1ccccc1CC2	-11	16	-2	3	7	-19	-0.13	·	-24
Cc1ccc(NC(=O)Cc2ncc(C(F)(F)F)cc2Cl)cc1Cl	-6	5	18	-6	3	16	-0.42	47	4
COc1ccc2ccccc2c1C1CC(=O)N2CN(C3CCCCC3)CSC2=C1C#N (stereo unspecified)	-8	16	-1	4	9	-28	-0.035	1	-14
O=C1CC(c2ccccc2)CC(O)=C1C=NCc1ccc(Cl)cc1 (stereo unspecified)	-6	8	13	-7	-1	-3	0.0086	0	-9
CC1CCN(C(=O)CSc2nncn2C)CC1	-6	0	2	-1	0	7	-0.69	2	16
Cc1ccc(-c2nnn(CC(=O)N(Cc3ccccc3)C(C(=O)NC(C)(C)C)c3ccncc3)n2)o1 (stereo unspecified)	-4	·	·	2	·	8	0.66	0	·
CN1CCN(C(=O)c2cc3nc(-c4ccccc4)cc(C(F)(F)F)n3n2)CC1	-12	-34	9	5	-18	6	0.4	-14	4
CNC(=O)c1nnn(-c2ccccc2)c1C(=O)NC	-4	7	-22	-10	-56	40	2.3	2	-20
CCCOc1ccc(N2C(=O)CC(NCCCN3CCC(C(N)=O)CC3)C2=O)cc1 (stereo unspecified)	-9	2	6	·	-11	-13	·	3	-47
COc1ccc(NC(=O)CSc2nnc(-c3ccccn3)n2-c2ccccc2)cc1OC	-13	-26	-1	-23	30	-14	0.24	-3	12
CN(C)Cc1c(O)c(Cl)cc2c3c(c(=O)oc12)CCCC3	-13	-7	5	5	-32	-21	0.73	-9	-14
O=C1[C@H]2[C@@H](C(=O)N1c1cc(Cl)cc(Cl)c1)[C@]1(C(=O)Nc3ccccc31)N1CCC[C@@H]21	-10	-21	2	11	14	10	3.8*	-11	-16
O=c1oc(-c2ccco2)nc2ccccc12	-12	20	-12	-9	16	-23	-0.19	3	-12
O=C(Nc1cccc(C(F)(F)F)c1)c1cccnc1N1CCN(CCO)CC1	-13	19	-1	10	-2	-4	0.32	5	-13
COc1ccc(-n2nc3c(c2NC(=O)C2CCCC2)CS(=O)C3)cc1 (stereo unspecified)	-11	6	16	-6	2	9	-1.6	-5	-10
CCN1C(=O)c2cccc3c(S(=O)(=O)NCc4cccnc4)ccc1c23	-14	3	8	1	2	-7	-0.4	17	-8
CCOC(=O)Cc1csc(NC(=O)CSc2ncnc3c2cnn3-c2ccc(OC)cc2)n1	4	-4	0	-4	-18	28	0.0045	0	-22
CN(C)c1nc(-c2ccccc2)c2cnn(Cc3ccccc3)c2n1	-10	-8	-1	-5	5	4	-0.58	·	-7
COc1ccc(Cc2n[nH]c(=O)c3ccccc23)cc1OC	4	-14	30	2	-77	-31	0.38	-4	0
C=CCOC(=O)c1sc(NC(=O)c2ccco2)nc1C	-10	-1	4	-8	12	-9	2.3	-8	-24
COc1ccc(Cn2nnnc2CN2CCc3ccccc3C2)cc1	-6	4	-4	1	3	7	-0.2	-7	1
CCOC(=O)c1cc(NC(=O)C2C3CCC(O3)C2C(=O)O)cc(C(=O)OCC)c1 (stereo unspecified)	-6	-16	-23	-1	17	-21	0.014	-4	13
O=C(COC(=O)c1ccccc1C(=O)N1CCN(c2ccccc2)CC1)Nc1ccc(F)cc1	-43	1	0	0	7	-4	-0.062	6	-22
CCCCOC(=O)C(C)c1c(C)[nH]c(=S)[nH]c1=O (stereo unspecified)	-9	5	13	-4	-50	24	-1.3	2	-22
Cc1nc(-c2cccc(N)c2)cs1	-3	3	-4	6	-6	8	0.42	-3	3
CC(=O)c1sc2ccccc2c1OC(=O)c1ccco1	-5	·	·	-5	·	-28	·	6	·
CC(C)(C)OC(=O)N[C@@H](Cc1ccccc1)c1nnc(S(=O)(=O)Cc2cccc(F)c2)o1	-5	38	14	3	-96	-17	-1.3	14	-14
CCN(CC)C(=O)Oc1ccc2c(=O)c(-c3ccccc3)coc2c1	-4	-8	2	-5	-3	14	0.097	2	-32
COC(=O)c1ccc(/C=N\N2CCN(Cc3ccc(C)cc3)CC2)cc1	-4	-4	4	1	2	10	0.22	4	11
CC1Cn2c(COc3ccccc3)nnc2S1 (stereo unspecified)	-3	7	-10	-7	11	10	-1.5	-5	-10
CCC1CC(C)(C(=O)Nc2ccc(S(N)(=O)=O)cc2)OC1=O (stereo unspecified)	0	28	-10	-3	-7	8	·	·	1
O=S(=O)(c1ccc(Br)s1)N1CCCCC1	-10	14	4	-7	-24	0	-0.092	6	2
Cc1ccc(C)c(CN2C(=O)C3(OCCCO3)c3ccccc32)c1	-8	12	-36	2	0	-4	-0.31	-12	-16
CCOC(=O)c1c(C)[nH]c(C)c1C(=O)CSc1nnc(-c2ccncc2)n1Cc1ccccc1	-9	-2	6	0	5	7	1.7	-14	-16
C=CC[n+]1c(-c2ccc(C)cc2)csc1NNC(=O)Nc1ccccc1	-1	13	-4	-5	10	-2	1.1	47	-16
